GPR55 LPI antagonism – inhibition of LPI-stimulated GPR55 beta-arrestin translocation – imaging, U2OS, beta-arrestin-GFP, LPI agonist, primary screen (AID 2013); U2OS GPR55 beta-arrestin-GFP translocation imaging, LPI antagonism; higher % means a stronger effect; one-dose inhibition, % at 10 µM; IC50 in µM for titrated hits; 290,000 tested, 0.13% active;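 active = spots per cell inhibited over 60%, with over 100 cells counted and total cytoplasm intensity under 500,000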;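 also: U2OS cells stably carrying GPR55 and arrestin-GFP stimulated by 5 µM LPI near EC80; imaged beta-arrestin-GFP aggregate spots per cell after agonist stimulation; plate controls were LPI-stimulated DMSO wells for no effect and DMSO wells without LPI for full effect; some results filed as inactive read as strong as hits; confirmed hits need IC50 under 10 µM and bright autofluorescent wells are also inconclusive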
West Nile virus CPE – inhibition of WNV-induced cytopathic effect – cell-based, CPE readout (AID 1621) | one-dose CPE inhibition, % at 10 µM; IC50 in µM for titrated hits | 290,000 tested, 0.02% active | West Nile virus-infected cells, CPE inhibition; higher % means a stronger effect; in the data active = a potency from the dose series; also: strong numbers were not always called active
GPR35 arrestin U2OS – inhibition of zaprinast-stimulated GPR35 beta-arrestin translocation – imaging, U2OS, beta-arrestin-GFP, zaprinast agonist, primary screen (AID 2058). U2OS GPR35 beta-arrestin-GFP translocation imaging, zaprinast antagonism; higher % means a stronger effect. one-dose inhibition, % at 10 µM; IC50 in µM for titrated hits. 290,000 tested, 0.052% active;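 active = inhibition of at least 50% with at least 30 cells and total cytoplasm GFP at most 10,000,000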
NOD1 NF-kB reporter – NOD1 signaling inhibitors, primary screen, cell-based, luminescence, uHTS (AID 1578); 290,000 tested, 1% active; inhibition, % at 4 µM; hits with a dose series show EC50 in µM; NOD1-driven NF-kB luciferase reporter cells, luminescence; higher % means a stronger effect; in the data active = inhibition mostly above about 36%, no sharp cut-off; inactive = mostly below about 34%;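 also: HEK-293T reporter cells stimulated with the NOD1 agonist gamma-tri-DAP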
KOR beta-arrestin-1 – kappa opioid receptor activators – cell-based, luminescence, uHTS, primary screen (AID 1777). KOR beta-arrestin recruitment, luminescence; higher % means a stronger effect. 280,000 tested, 0.02% active. one-dose activation, % at 10 µM; EC50 in µM for titrated hits; in the data active = activation above about 50%, passing the limit was not always enough; also: a part of the inactive calls stands beside numbers as strong as those of hits
GPR55 activation – GPR55 agonists via beta-arrestin recruitment, primary screen, imaging, U2OS cells, beta-arrestin-GFP redistribution (AID 1961); 290,000 tested, 0.048% active; one-dose activation, % at 10 µM; EC50 in µM for titrated hits; U2OS GPR55 beta-arrestin-GFP redistribution imaging; higher % means a stronger effect;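 active = activation above 40% with more than 50 cells counted in the well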;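 also: U2OS osteosarcoma cells stably expressing GPR55 and beta-arrestin-GFP; plate controls were DMSO negative control for no effect and LPI positive control for full effect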
Dengue-2 NS5 capping – Dengue-2 NS5 methyltransferase inhibitors, primary screen, biochemical, confirmation dose response (AID 588689); Dengue-2 NS5 methyltransferase capping enzyme assay, biochemical; higher % means a stronger effect; one-dose inhibition, % at 25 µM; IC50 in µM for titrated hits; 340,000 tested, 0.3% active; in the data active = a potency from the dose series
HIV peptide binding – inhibitors of HIV fusion peptide binding, primary screen, biochemical, uHTS, fluorescence dequenching (AID 1986); cell-free peptide binding, fluorescence dequenching, 30 min; higher % means a stronger effect; inhibition, % at 20 µM, or IC50 in µM where a hit was titrated; 290,000 tested, 0.3% active; in the data active = inhibition mostly above about 52%, no sharp cut-off; inactive = mostly below about 76%; also: some results filed as inactive read as strong as hits
KOR beta-arrestin-2 – kappa opioid receptor blockers – cell-based, luminescence, uHTS (AID 1778); KOR beta-arrestin recruitment, luminescence, antagonist mode; higher % means a stronger effect; inhibition, % at 10 µM, or IC50 in µM where a hit was titrated; 290,000 tested, 0.091% active; in the data active = inhibition above about 50%; also: strong numbers were not always called active
Starred values were filed as active, the others as inactive; nt = not tested or not shown; [ ] = another dose, or the depositor's remark. A portion of the library; count on the stated rates, not on these rows.

GPR55 LPI antagonism | SMILES | West Nile virus CPE | GPR35 arrestin U2OS | NOD1 NF-kB reporter | KOR beta-arrestin-1 | GPR55 activation | Dengue-2 NS5 capping | HIV peptide binding | KOR beta-arrestin-2
-5% | CCc1sc(C(=O)NC2CCN(C)CC2)cc1Br | 1.1% | -1% | -17% | 2.4% | -0.2% | -3% | 0.5% | 8%
16% | CCCNC(=O)c1ccccc1NC(=O)c1ccccc1N(C)S(C)(=O)=O | -0.1% | 9% | 4% | -0.5% | 0.6% | 3% | -1.4% | 6%
2% | CCn1ncc(CN2CCC(Oc3cc(C(=O)NC4CC4)ccc3OC)CC2)c1C | -0.2% | -13% | -24% | 2.3% | -0.1% | -5% | 0.9% | -36%
8% | CC(C)CC(=O)c1c[nH]c(C(=O)NCc2ccc(F)cc2)c1 | -0.6% | -16% | -8% | -1.8% | -0.1% | -2% | 1.2% | 9%
-8% | CCN1CCN(CCCNC(=O)CNC(=O)c2nn(-c3ccc(OC)cc3OC)c(=O)c3ccccc23)CC1 | 0.0% | 4% | -21% | -2.9% | 0.2% | -2% | -0.8% | -9%
-7% | Cc1cc(C(=O)COC(=O)c2ccc(N)cc2)c(C)n1-c1c(C)n(C)n(-c2ccccc2)c1=O | 0.6% | 9% | 2% | 1.4% | 0.9% | -3% | -0.6% | -23%[20 µM]
10% | Cc1cc(C)c2cc(C#N)c(NCCNC(=S)NCCCN3CCOCC3)nc2c1 | -0.8% | 5% | -4% | -3.4% | -0.1% | 0% | -0.7% | -46%[20 µM]
3% | C[C@@H]1CC=C[C@H]2[C@H]1C(=O)N(Cc1ccccc1)[C@H]2c1ccc(F)c(Br)c1 | 14% | -14% | 0% | -3.7% | -0.1% | nt | 1.4% | 30%
-3% | CC1CN(c2nc(N(C)c3ccccc3)nc(N)c2[N+](=O)[O-])CC(C)O1 (stereo unspecified) | 0.2% | -2% | -3% | -1.9% | -0.1% | -1% | 1.6% | 13%
4% | c1ccc(-c2nnc(SCc3nc4ccccc4[nH]3)n2Cc2ccco2)cc1 | -0.3% | 1% | 2% | 4.9% | 0.2% | 0% | -0.1% | -49%
14% | COCCC1CCCCN1Cc1cn(-c2ccccc2)nc1-c1ccc2c(c1)OCO2 (stereo unspecified) | -0.9% | -11% | 17% | 4.7% | 0.5% | -2% | -0.2% | -39%
1% | COc1ccc(CCNC(=O)CN(C2CCCCC2)S(C)(=O)=O)cc1 | -0.1% | 5% | -2% | 1.8% | 0.0% | -7% | -0.5% | 5%
7% | O=C1CCCS(=O)(=O)c2ccccc21 | 0.7% | 24% | -17% | nt | 0.2% | -8% | -0.6% | -38%[20 µM]
24% | COc1cccc(-c2cc(C(=O)Nc3ccn(Cc4ccc(C)cc4)n3)no2)c1 | -0.3% | 7% | 32% | -3.0% | 0.1% | 4% | 1.8% | -26%
-3% | CCOc1ccc(Oc2c(/C=N/NC(=O)C3CC3)c(C)nn2-c2ccccc2)cc1 | -0.7% | -9% | 29% | 12% | -0.4% | 0% | 1.0% | -7%
9% | COc1ccc(NC(=O)C2CCCN(S(=O)(=O)c3ccccc3)C2)c(OC)c1 (stereo unspecified) | -0.7% | -13% | -4% | -3.4% | 0.2% | -10% | 0.5% | 27%
22% | CC(C)(C)N1C(=O)c2ccc(C(=O)O)cc2C1=O | -0.2% | -7% | 2% | 0.2% | -0.1% | -1% | 1.9% | 2%
-3% | O=C(CCCCCN1C(=O)CCC1=O)Nc1ccc(Cl)c(C(F)(F)F)c1 | -0.7% | 6% | 14% | -4.4% | -0.1% | -18% | -0.1% | 13%
-26% | O=C(Nc1nccs1)c1cc(-c2ccncc2)nc2ccccc12 | -0.4% | -6% | -37% | -2.6% | -0.1% | 2% | 1.3% | -17%
-1% | Cc1cc(N2CCOCC2)nc(SCc2c(Cl)cccc2Cl)n1 | -0.8% | 16% | 10% | 17% | -0.3% | -7% | -1.3% | 3%
3% | Cc1onc(-c2c(Cl)cccc2Cl)c1C(N)=O | 0.7% | -8% | -20% | -2.8% | -0.1% | 1% | 0.6% | 19%
-12% | O=C(CCCOc1ccc(Cl)cc1Cl)Nc1ccncc1 | -0.4% | 1% | 31% | -0.9% | -0.1% | -4% | -2.2% | -4%
13% | CCOc1cccc(-c2nc(C(N)=O)c3[nH]c(=O)n(-c4cccc(Cl)c4)c3n2)c1O | 0.3% | 4% | -17% | -2.0% | 0.5% | -1% | -0.3% | -20%
-1% | COCCn1c(=S)[nH]c2cc(C(=O)NC(C)C)ccc2c1=O | -0.4% | 3% | 19% | 0.9% | -0.1% | -7% | -3.5% | -7%
-8% | O=C(Nc1cccc2ccccc12)N1N=CCC1c1ccccc1 (stereo unspecified) | -0.2% | 2% | -7% | 2.9% | -0.1% | nt | -1.7% | 35%
-2% | COc1cccc(/C=N/NC(=O)c2c(-c3ccccc3)noc2C)c1O | 0.4% | -9% | 40% | 1.6% | 0.0% | -8% | -1.3% | -36%
12% | O=C(O)c1ccc2c(c1)C(=O)N(c1ccc(Cl)cn1)C2=O | -0.1% | 4% | -6% | -1.8% | -0.3% | -1% | 3.3% | -14%
2% | CCOc1ccc(OCC)c(NC(=O)C2COc3ccccc3O2)c1 (stereo unspecified) | 0.2% | 4% | 6% | 4.9% | 0.2% | 2% | -0.6% | -11%
2% | CCOC(=O)c1sc2nc(CC(=O)OC)nc(NCC(=O)OC)c2c1C | -0.1% | -6% | -2% | 10% | 0.0% | 1% | 0.8% | -21%
0% | CNC(=S)N1CCc2ccccc2C1 | 0.7% | -4% | -22% | 2.9% | 0.7% | -1% | 1.9% | -4%

Single records (already shown):
`CCOc1ccc(Oc2c(/C=N/NC(=O)C3CC3)c(C)nn2-c2ccccc2)cc1` is listed with GPR55 LPI antagonism: -3%; West Nile virus CPE: -0.7%; GPR35 arrestin U2OS: -9%; NOD1 NF-kB reporter: 29%; KOR beta-arrestin-1: 12%; GPR55 activation: -0.4%; Dengue-2 NS5 capping: 0%; HIV peptide binding: 1.0%; KOR beta-arrestin-2: -7%
`O=C1CCCS(=O)(=O)c2ccccc21` is listed with GPR55 LPI antagonism: 7%; West Nile virus CPE: 0.7%; GPR35 arrestin U2OS: 24%; NOD1 NF-kB reporter: -17%; KOR beta-arrestin-1: nt; GPR55 activation: 0.2%; Dengue-2 NS5 capping: -8%; HIV peptide binding: -0.6%; KOR beta-arrestin-2: -38%[20 µM]

(cont.)
GPR55 LPI antagonism | SMILES | West Nile virus CPE | GPR35 arrestin U2OS | NOD1 NF-kB reporter | KOR beta-arrestin-1 | GPR55 activation | Dengue-2 NS5 capping | HIV peptide binding | KOR beta-arrestin-2
12% | COc1ccc(CNC(=O)c2cc(-c3cc(C)cc(C)c3O)n[nH]2)cc1 | -0.3% | 9% | -14% | 0.5% | -0.1% | -4% | -3.8% | 1%
-12% | c1ccc(COc2cccc(CNCc3cccnc3)c2)cc1 | -1.1% | 10% | -20% | -2.5% | -0.1% | -12% | 1.1% | -21%[20 µM]
9% | CC(C)OP(=O)(OC(C)C)C(Nc1ccccn1)c1ccc(F)cc1 (stereo unspecified) | -0.8% | -1% | -13% | -1.6% | 0.3% | -7% | 0.5% | 15%
64% | CSc1nc2ccc(S(=O)(=O)NC3CCCCC3)cc2s1 | nt | 7% | 22% | -2.3% | -0.1% | -9% | -1.4% | -12%
14% | Cc1cccc(C)c1NC(=O)C(Cl)=C(Cl)Cl | -0.1% | -2% | 0% | -0.8% | -0.1% | -4% | 0.7% | -3%[20 µM]
6% | N=C1/C(=C\c2ccc(OC(=O)c3ccco3)cc2)C(=O)N=C2SC=NN12 | 0.8% | -11% | -18% | -8.6% | 0.2% | -11% | 7.6% | -1%
-4% | C=CCc1cccc(Cl)c1OCCCNC1CCCC1 | -1.7% | -1% | -33% | -1.8% | -0.4% | -1% | 0.2% | -50%[20 µM]
10% | COc1ccc(N(C(=O)CNC(=O)c2cccs2)C(C(=O)NCC2CCCO2)c2ccc(OC)c(OC)c2)cc1 (stereo unspecified) | -0.2% | 6% | -30% | nt | 0.2% | 9% | 0.7% | -20%[20 µM]
-7% | O=C(c1cccs1)N1CCN=C1SCc1ccccc1F | -0.3% | 1% | -31% | 1.7% | -0.6% | 1% | -0.9% | -35%
6% | O=C(CSc1nnc(COc2ccc(Cl)cc2)n1Cc1ccco1)c1ccccc1F | -0.5% | 1% | 18% | -1.4% | 0.0% | -11% | -0.8% | 29%
-2% | O=C(N/C(=C/c1ccccc1)C(=O)N1CCCCC1)c1ccco1 | -0.4% | 2% | -22% | -3.3% | 0.0% | -3% | -0.9% | -7%
12% | CC(=O)NC(CC(=O)NCC(=O)Nc1ccc(F)c(F)c1)c1ccccc1 (stereo unspecified) | 0.1% | -8% | -21% | -4.5% | -0.4% | -2% | 0.2% | 7%
7% | Cc1cccc(OCC(=O)NNC(=O)c2ccc([N+](=O)[O-])cc2)c1 | 0.3% | 3% | -18% | -2.0% | -0.1% | -2% | -0.4% | -5%
-9% | CCS(=O)(=O)N1CCN(C(=O)c2ccccc2[N+](=O)[O-])CC1 | -0.2% | 6% | -67% | 5.2% | -0.1% | -1% | 1.6% | 2%
-1% | Cc1ccc(CN(C(=O)Cc2cccs2)C(C(=O)NC2CCCC2)c2ccncc2)cc1 (stereo unspecified) | -1.8% | 7% | -11% | -0.6% | 0.2% | 1% | 1.6% | 11%
-12% | COc1ccc(N2CCN(C(C)C(=O)N3CC(C)OC(C)C3)CC2)cc1 (stereo unspecified) | -0.2% | 0% | -12% | 3.3% | 0.1% | 1% | 3.7% | -2%
-3% | O=C(OCc1nnc(-c2ccccc2)o1)C1CC(=O)N(Cc2ccco2)C1 (stereo unspecified) | -0.6% | 11% | -19% | -1.8% | -0.2% | -11% | 4.0% | -3%
1% | O=c1[nH]c2cc3c(cc2cc1C(c1nnnn1C1CCCCC1)N1CCSCC1)OCCO3 (stereo unspecified) | nt | -5% | -37% | 1.1% | -0.3% | 7% | 47% | -32%
-3% | O=C(COC(=O)Cc1ccc(S(=O)(=O)N2CCOCC2)s1)NCCc1ccccc1 | 0.7% | 31% | 25% | 5.0% | 0.3% | -5% | -1.0% | -2%
8% | Cc1ccc(C)c(S(=O)(=O)NCCN2CCOCC2)c1 | 0.5% | 2% | -7% | -2.2% | -0.1% | -2% | 0.2% | 0%
4% | CCCCC(=O)Nc1nnc(S(=O)(=O)N(CC)c2ccccc2)s1 | -0.6% | -10% | -10% | -2.3% | 0.0% | 1% | -1.3% | 10%
2% | CCCCCOc1ccc(C(=O)NC(C(=O)O)C(C)C)cc1 (stereo unspecified) | 1.2% | -4% | 14% | 5.0% | -0.1% | -7% | 1.2% | 22%
-5% | CCCCCCn1c(N(CC)CC)nc2c1c(=O)[nH]c(=O)n2C | -0.5% | -5% | 4% | -1.7% | -0.2% | 3% | 1.2% | -2%
9% | Cc1ccc(/C=N/NC(=O)c2nnn(-c3nonc3N)c2CNc2ccccc2)cc1 | 0.4% | 17% | -13% | -1.5% | 0.0% | 2% | 0.3% | -6%
4% | Cc1nc(N2CCCC2)c2nnn(Cc3ccccc3Cl)c2n1 | -0.9% | 5% | 7% | 11% | -0.1% | -1% | -1.1% | 23%
